Source: PubChem BioAssay (several laboratories)
MrgX1 antag: antagonists of human MrgX1 receptor. Q96LB2. MRGX1-HEK293 calcium flux, Fluo-4, BAM8-22 antagonism; hits give low values. B-score at 10 µM. 310,000 compounds, 1.3% hits. AID 588676;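 active = calcium-response B-score plate-corrected more than 3 library SD below zero, starting fluorescence within 5 deviations, no agonist response on first addition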;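 note: peak minus trough fluorescence over baseline after final BAM8-22 challenge near maximal dose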
TRPC4 potent: allosteric potentiators of mouse TRPC4 channel | Q9QUQ5 | HEK293 TRPC4beta/mu-opioid, DAMGO EC20, Fluo-4 Ca2+ flux; hits give high values | B-score at 10 µM | 310,000 compounds, 0.42% hits | AID 2227;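 active = B-score of calcium response area above 5 SD of library B-scores, with initial fluorescence ratio within 5 SD of library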;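 note: B-score of integrated fluorescence ratio over time as area under calcium response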
Target sequence (Q9QUQ5 whole entry, looked up): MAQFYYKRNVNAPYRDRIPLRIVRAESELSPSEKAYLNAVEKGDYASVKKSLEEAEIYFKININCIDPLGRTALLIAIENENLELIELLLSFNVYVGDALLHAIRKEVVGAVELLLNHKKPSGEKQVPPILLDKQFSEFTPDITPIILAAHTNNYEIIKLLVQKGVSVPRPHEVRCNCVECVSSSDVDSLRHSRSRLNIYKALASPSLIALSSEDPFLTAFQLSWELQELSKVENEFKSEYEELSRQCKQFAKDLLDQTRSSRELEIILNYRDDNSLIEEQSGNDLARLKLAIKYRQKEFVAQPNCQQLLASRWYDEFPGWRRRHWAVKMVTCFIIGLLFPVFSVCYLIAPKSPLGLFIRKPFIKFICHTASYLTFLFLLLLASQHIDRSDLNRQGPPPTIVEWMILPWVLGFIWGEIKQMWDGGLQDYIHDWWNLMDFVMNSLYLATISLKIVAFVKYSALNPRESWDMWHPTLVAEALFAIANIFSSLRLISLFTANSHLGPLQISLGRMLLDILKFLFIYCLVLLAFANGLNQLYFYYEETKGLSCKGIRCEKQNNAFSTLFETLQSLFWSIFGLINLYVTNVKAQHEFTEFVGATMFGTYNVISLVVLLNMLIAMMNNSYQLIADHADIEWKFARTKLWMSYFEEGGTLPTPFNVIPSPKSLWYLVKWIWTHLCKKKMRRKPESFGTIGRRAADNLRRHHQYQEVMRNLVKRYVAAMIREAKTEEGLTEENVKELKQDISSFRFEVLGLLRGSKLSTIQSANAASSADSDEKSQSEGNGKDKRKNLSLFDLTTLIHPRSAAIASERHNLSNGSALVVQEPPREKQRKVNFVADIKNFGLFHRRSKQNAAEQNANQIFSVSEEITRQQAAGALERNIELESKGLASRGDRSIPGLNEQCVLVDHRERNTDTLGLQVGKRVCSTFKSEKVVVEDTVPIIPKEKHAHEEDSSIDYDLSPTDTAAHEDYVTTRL
TRPC4 agonist: TRPC4 (mouse) channel activation | Q9QUQ5 | HEK293 TRPC4beta/mu-opioid, Fluo4 calcium fluorescence; hits give high values | B-score at 10 µM | 310,000 compounds, 0.49% hits | AID 2237;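 active = B-score above 5 SD of library B-scores, and initial fluorescence ratio not above library mean plus 5 SD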;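 note: positive B-score marks a calcium rise read as TRPC4 activation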
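System – HEK293 cells stably co-expressing mouse TRPC4beta and mu-opioid receptor · Signal – Fluo4 calcium-sensitive dye fluorescence, kinetic, 1 Hz baseline · Benchmarks – buffer (low) and maximal DAMGO (high) · Read-out – B score of integrated fluorescence ratio per well · Incubation – dye loading 45 min room temperature, 110 s kinetic read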
SKKanGAS inh: inhibitors of SKKanGAS S. pyogenes growth in kanamycin (SK-promoter or general growth effect). BacTiter-Glo, 6 h. inhibition, % at 7.5 µM. 300,000 compounds, 1.3% hits;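 active = mean replicate score, as percent of positive control median, at least 50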;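 note: strain carries kanamycin resistance gene driven by streptokinase promoter and grows in 40 µg/ml kanamycin; loss of luminescence reflects streptokinase promoter inhibition or plain growth inhibition; 0% = median of DMSO wells and 100% = positive control at its reference dose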
TRPC6 inhibitor: blocks the mouse TRPC6 cation channel; Q61143; B-score at 10 µM; 310,000 compounds, 1.1% hits; HEK293-TRPC6, membrane potential dye, ACh-evoked depolarization; hits give low values;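 active = B-score under library mean minus 3 SD, initial fluorescence not abnormally high, positive integrated signal ratio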;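 note: B-score derived from integrated fluorescence ratio over the kinetic read; more negative B-score means stronger inhibition of depolarization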
aSyn UTR inh: 5' untranslated region of α-synuclein, MLPCN primary screen; alpha-synuclein 5'UTR reporter, inhibitor activity; 300,000 compounds, 0.82% hits; AID 1813; inhibition, % (tested at 7.5 µM); in the data active = inhibition above about 60%;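 note: H4 neuroglioblastoma cells stably carrying SNCA 5'UTR luciferase fusion; 0% = DMSO wells and 100% = positive control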
KLF5 inh: kruppel-like factor 5 inhibition; inhibition, % at 5 µM; 290,000 compounds, 0.23% hits; DLD-1 KLF5 promoter-luciferase reporter, luminescence;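 active = inhibition above a per-plate limit of that plate's mean compound inhibition plus 3 SD, cut at about 60% in these data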;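 note: 0% = DMSO wells and 100% = LY294002 at 200 µM; higher means less KLF5 promoter-driven luciferase light; inactives centre near -14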
IEC-6 cytotox: IEC-6 cytotoxicity, counter-screen for KLF5 inhibitors | inhibition, % at 5 µM | 290,000 compounds, 0.78% hits | luminescence viability; in the data active = inhibition above about 22%;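 note: 0% = plate median of test compound wells and 100% = cytotoxic reference compound wells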
HIF act: HIF pathway transcriptional activation | U2OS HRE-luciferase reporter, luminescence; normalized: DMSO 0%, desferrioxamine 100% | activation, % at 7.5 µM (by protocol) | 300,000 compounds, 0.32% hits | AID 1910;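 active = mean activation of at least 10% of the iron chelator positive control signal, with at least half of replicates also reaching 10%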
TRPC4 inh: blocks the mouse TRPC4 cation channel; Q9QUQ5; HEK293 TRPC4beta/mu-opioid, DAMGO-evoked Fluo4 calcium flux; hits give low values; B-score at 10 µM; 300,000 compounds, 0.39% hits; AID 2247;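 active = B-score over 3 SD under the library average, no early fluorescence shift, positive overall ratio signal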
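Material: HEK293 cells with stable TRPC4beta plus mu-opioid receptor expression; probe or stimulus: DAMGO in two steps, submaximal then maximal; technique: Fluo4 calcium fluorescence by kinetic imaging, 5 s 1 Hz baseline; measure: integrated fluorescence ratio relative to baseline, converted to per-well B score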
TRPC6 act: activators of mouse TRPC6 channel; B-score at 10 µM; HEK293-TRPC6 membrane potential dye fluorescence; hits give high values; 310,000 compounds, 0.13% hits; Q61143;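 active = B-score of the integrated fluorescence ratio above library mean plus 3 SD, and starting fluorescence ratio within library mean plus 5 SD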;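 note: higher score means more depolarization so channel activation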
The depositor's hits bear a star.

For COc1ccc(OC)c(-c2cc(C(=O)Nc3c(C)n(C)n(-c4ccccc4)c3=O)no2)c1 the results were MrgX1 antag inactive, TRPC4 potent inactive, TRPC4 agonist inactive, SKKanGAS inh 1, TRPC6 inhibitor inactive, aSyn UTR inh 35, KLF5 inh -4, IEC-6 cytotox 7, HIF act -0.4, TRPC4 inh inactive and TRPC6 act inactive.
`CC(=O)OCC(=O)N1CCN(c2ccc([N+](=O)[O-])cc2)CC1` gave MrgX1 antag inactive, TRPC4 potent inactive, TRPC4 agonist inactive, SKKanGAS inh -4, TRPC6 inhibitor inactive, aSyn UTR inh 9, KLF5 inh -29, IEC-6 cytotox -6, HIF act 0.1, TRPC4 inh inactive and TRPC6 act inactive.
O=C(CS(=O)(=O)c1cn(CC(=O)N2CCOCC2)c2ccccc12)NCc1ccc(F)cc1 was read as MrgX1 antag inactive, TRPC4 potent inactive, TRPC4 agonist inactive, SKKanGAS inh 0, TRPC6 inhibitor inactive, aSyn UTR inh 5, KLF5 inh -33, IEC-6 cytotox -6, HIF act 0.3, TRPC4 inh inactive and TRPC6 act inactive.
Cc1ccc(N(C(=O)c2csnn2)C(C(=O)NC2CCCCC2)c2ccco2)cc1 (stereo not drawn) was read as MrgX1 antag inactive, TRPC4 potent inactive, TRPC4 agonist inactive, SKKanGAS inh 0, TRPC6 inhibitor inactive, aSyn UTR inh -9, KLF5 inh -12, IEC-6 cytotox 0, HIF act -0.2, TRPC4 inh inactive and TRPC6 act inactive.
For COC(=O)CC1=Nc2ccccc2NC(=O)C1 the results were MrgX1 antag inactive, TRPC4 potent inactive, TRPC4 agonist inactive, SKKanGAS inh -4, TRPC6 inhibitor inactive, aSyn UTR inh 9, KLF5 inh -11, IEC-6 cytotox 1, HIF act -0.8, TRPC4 inh inactive and TRPC6 act inactive.
COCC(C)n1c(SCC(=O)NCCC2=CCCCC2)nc2ccccc2c1=O (stereo not drawn) was read as MrgX1 antag -6.6*, TRPC4 potent inactive, TRPC4 agonist inactive, SKKanGAS inh 0, TRPC6 inhibitor inactive, aSyn UTR inh 21, KLF5 inh -6, IEC-6 cytotox -1, HIF act -1.8, TRPC4 inh inactive and TRPC6 act inactive.
O=C(Cc1ccc(O)cc1)N/N=C/c1cccnc1 was read as MrgX1 antag inactive, TRPC4 potent inactive, TRPC4 agonist inactive, TRPC6 inhibitor inactive, KLF5 inh -5, IEC-6 cytotox 4, TRPC4 inh inactive and TRPC6 act inactive.
`Cc1cc(=O)[nH]c(=O)n1Cc1ccccc1` gave MrgX1 antag inactive, TRPC4 potent inactive, TRPC4 agonist inactive, SKKanGAS inh -2, TRPC6 inhibitor inactive, aSyn UTR inh 24, KLF5 inh -21, IEC-6 cytotox -9, HIF act -0.1, TRPC4 inh inactive and TRPC6 act inactive.
For CC(C)[C@H](NC(=O)Nc1ccc2c(c1)OCCO2)C(=O)O the results were MrgX1 antag inactive, TRPC4 potent inactive, TRPC4 agonist inactive, SKKanGAS inh 10, TRPC6 inhibitor inactive, aSyn UTR inh -3, KLF5 inh -19, IEC-6 cytotox 0, HIF act 0.0, TRPC4 inh inactive and TRPC6 act inactive.
`Cc1ccc(-c2cc(-c3ccc(F)cc3)n[nH]2)c(O)c1` gave MrgX1 antag inactive, TRPC4 potent inactive, TRPC4 agonist inactive, SKKanGAS inh 38, TRPC6 inhibitor inactive, aSyn UTR inh -86, KLF5 inh -107, IEC-6 cytotox -2, HIF act 5.4, TRPC4 inh inactive and TRPC6 act inactive.
Screening Clc1ccc(-c2nc3ccncc3[nH]2)cc1 returned MrgX1 antag inactive, TRPC4 potent inactive, TRPC4 agonist inactive, SKKanGAS inh 10, TRPC6 inhibitor inactive, aSyn UTR inh -101, KLF5 inh -147, IEC-6 cytotox 12, HIF act 2.8, TRPC4 inh inactive and TRPC6 act inactive.
Screening Cc1ccc(C2C(C#N)=C(N)Oc3cc(C)oc(=O)c32)o1 (stereo not drawn) returned MrgX1 antag inactive, TRPC4 potent inactive, TRPC4 agonist inactive, SKKanGAS inh -10, TRPC6 inhibitor inactive, aSyn UTR inh 17, KLF5 inh -20, IEC-6 cytotox 0, HIF act -0.3, TRPC4 inh inactive and TRPC6 act inactive.
Cc1ccc(OCC(=O)O/N=C(\N)c2cccnc2)cc1 was read as MrgX1 antag inactive, TRPC4 potent inactive, TRPC4 agonist inactive, SKKanGAS inh -1, TRPC6 inhibitor inactive, aSyn UTR inh -88, KLF5 inh -69, IEC-6 cytotox 2, HIF act 4.2, TRPC4 inh inactive and TRPC6 act inactive.
O=C(CNC(=O)c1cccc(Br)c1)NCCc1nc2ccccc2[nH]1 was read as MrgX1 antag inactive, TRPC4 potent inactive, TRPC4 agonist inactive, SKKanGAS inh -1, TRPC6 inhibitor inactive, aSyn UTR inh 5, KLF5 inh 10, IEC-6 cytotox -1, HIF act 0.1, TRPC4 inh inactive and TRPC6 act inactive.
`O=C(CCN1C(=O)/C(=C/c2ccccc2F)SC1=S)Nc1cccnc1` gave MrgX1 antag inactive, TRPC4 potent inactive, TRPC4 agonist inactive, SKKanGAS inh -2, TRPC6 inhibitor inactive, aSyn UTR inh -28, KLF5 inh -32, IEC-6 cytotox -3, HIF act 0.4, TRPC4 inh inactive and TRPC6 act inactive.
For COc1ccc(NCC(=O)Nc2cc(S(=O)(=O)N3CCOCC3)ccc2N2CCOCC2)c(OC)c1 the results were MrgX1 antag inactive, TRPC4 potent inactive, TRPC4 agonist inactive, SKKanGAS inh 1, TRPC6 inhibitor inactive, aSyn UTR inh 3, KLF5 inh -14, IEC-6 cytotox -2, HIF act -0.1, TRPC4 inh inactive and TRPC6 act inactive.
CN1CCN(C(=O)CC2(CC(=O)O)CCCC2)CC1 was read as MrgX1 antag inactive, TRPC4 potent inactive, TRPC4 agonist inactive, SKKanGAS inh -1, TRPC6 inhibitor inactive, aSyn UTR inh 3, KLF5 inh -55, IEC-6 cytotox -2, HIF act 0.7, TRPC4 inh inactive and TRPC6 act inactive.
For COc1ccc(OCc2cc(C(=O)NC3CCOCC3)no2)c2ccccc12 the results were MrgX1 antag inactive, TRPC4 potent inactive, TRPC4 agonist inactive, SKKanGAS inh 11, TRPC6 inhibitor inactive, aSyn UTR inh 7, KLF5 inh -4, IEC-6 cytotox 0, HIF act 0.2, TRPC4 inh inactive and TRPC6 act inactive.
COc1ccc(CCN2C(=O)CC(NC34CC5CC(CC(C5)C3)C4)C2=O)cc1OC (stereo not drawn) was read as MrgX1 antag inactive, TRPC4 potent inactive, TRPC4 agonist inactive, SKKanGAS inh 0, TRPC6 inhibitor inactive, aSyn UTR inh -42, KLF5 inh 10, IEC-6 cytotox -1, HIF act -0.5, TRPC4 inh inactive and TRPC6 act inactive.
`CC(=O)c1ccc(OCCNS(=O)(=O)c2ccc(-n3cnnn3)cc2)cc1` gave MrgX1 antag inactive, TRPC4 potent inactive, TRPC4 agonist inactive, SKKanGAS inh -4, TRPC6 inhibitor inactive, aSyn UTR inh -7, KLF5 inh -38, IEC-6 cytotox -2, HIF act -0.2, TRPC4 inh inactive and TRPC6 act inactive.
CCc1cccc(C)c1NS(=O)(=O)c1cc(Br)cnc1N was read as MrgX1 antag inactive, TRPC4 potent inactive, TRPC4 agonist inactive, SKKanGAS inh -1, TRPC6 inhibitor inactive, aSyn UTR inh 19, KLF5 inh -20, IEC-6 cytotox -3, HIF act -0.8, TRPC4 inh inactive and TRPC6 act inactive.
Screening CN(C)S(=O)(=O)c1cc(NC(=O)COC(=O)C2CSC3(C)CCC(=O)N23)ccc1Cl (stereo not drawn) returned MrgX1 antag inactive, TRPC4 potent inactive, TRPC4 agonist inactive, SKKanGAS inh -1, TRPC6 inhibitor inactive, aSyn UTR inh -4, KLF5 inh -7, IEC-6 cytotox -2, HIF act -0.2, TRPC4 inh inactive and TRPC6 act inactive.
`CCn1nc(CC(=O)Nc2nnc(CC(=O)N3CCOCC3)s2)c2ccccc2c1=O` gave MrgX1 antag inactive, TRPC4 potent inactive, TRPC4 agonist inactive, SKKanGAS inh -5, TRPC6 inhibitor inactive, aSyn UTR inh 5, KLF5 inh -1, IEC-6 cytotox -2, HIF act -0.9, TRPC4 inh inactive and TRPC6 act inactive.
Screening O=C(NCc1ccccn1)C1CCC(=O)N1C1CCCC1 (stereo not drawn) returned MrgX1 antag inactive, TRPC4 potent inactive, TRPC4 agonist inactive, SKKanGAS inh -4, TRPC6 inhibitor inactive, aSyn UTR inh 5, KLF5 inh -29, IEC-6 cytotox -8, HIF act -0.2, TRPC4 inh inactive and TRPC6 act inactive.
Screening O=C(CN1C(=O)CCC1=O)Nc1nc(-c2ccccn2)cs1 returned MrgX1 antag inactive, TRPC4 potent inactive, TRPC4 agonist inactive, SKKanGAS inh -4, TRPC6 inhibitor inactive, aSyn UTR inh 10, KLF5 inh -16, IEC-6 cytotox -2, HIF act -0.3, TRPC4 inh inactive and TRPC6 act inactive.
Screening CCOC(=O)CSC1=C(C#N)C(C)C2=C(CCCC2=O)N1 (stereo not drawn) returned MrgX1 antag inactive, TRPC4 potent inactive, TRPC4 agonist inactive, SKKanGAS inh 4, TRPC6 inhibitor inactive, aSyn UTR inh -62, KLF5 inh -34, IEC-6 cytotox 0, HIF act 1.1, TRPC4 inh inactive and TRPC6 act inactive.
For CCOc1ccc(-c2nnc3n2N=C(c2ccc(OC)cc2)CS3)cc1 the results were MrgX1 antag inactive, TRPC4 potent inactive, TRPC4 agonist inactive, SKKanGAS inh 8, TRPC6 inhibitor inactive, aSyn UTR inh 20, KLF5 inh -41, IEC-6 cytotox -1, HIF act 0.8, TRPC4 inh inactive and TRPC6 act inactive.
`Cc1ccc(CNC(=O)CSc2nc3[nH]ncc3c(=O)[nH]2)cc1` gave MrgX1 antag inactive, TRPC4 potent inactive, TRPC4 agonist inactive, SKKanGAS inh -6, TRPC6 inhibitor inactive, aSyn UTR inh 22, KLF5 inh 12, IEC-6 cytotox 8, HIF act -0.1, TRPC4 inh inactive and TRPC6 act inactive.
Screening OCC1(Cc2ccc(Cl)cc2)CCN(Cc2ccc(Oc3ncccn3)cc2)CC1 returned MrgX1 antag inactive, TRPC4 potent inactive, TRPC4 agonist inactive, SKKanGAS inh 5, TRPC6 inhibitor inactive, aSyn UTR inh 20, KLF5 inh -19, IEC-6 cytotox 0, HIF act -0.2, TRPC4 inh inactive and TRPC6 act inactive.
For CS(=O)(=O)c1cnc(-c2ccccc2)nc1Sc1ccc(F)cc1 the results were MrgX1 antag inactive, TRPC4 potent inactive, TRPC4 agonist inactive, SKKanGAS inh -7, TRPC6 inhibitor inactive, aSyn UTR inh 39, KLF5 inh -26, IEC-6 cytotox 4, HIF act 3.4, TRPC4 inh inactive and TRPC6 act inactive.
